Compound activity as filed in PubChem BioAssay.
MCL1 BIM primary = inhibitors of MCL1 binding to BIM-BH3, primary screen, biochemical, fluorescence polarization; Induced myeloid leukemia cell differentiation protein Mcl-1 (Homo sapiens), Q07820; GST-MCL1 / FITC-Bim-BH3 fluorescence polarization; inhibition, % at 10.9 µM; 320,000 compounds, 0.68% hits; AID 2057, 2009;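 active means inhibition above the mean inhibition of all tested compounds plus 3 SD, set per campaign, cut at about 40% in these data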;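 further: 0% = DMSO wells and 100% = unlabeled Bim-BH3 peptide control; higher means more loss of mP so more displacement of Bim peptide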
AGP1 TOR yeast = modulators of AGP1-GFP expression in yeast TOR pathway, primary screen, cell-based, multiplex flow cytometry, S. cerevisiae, MLPCN library; 3 h; GFP as percent of DMSO wells; GFP response vs DMSO, % at 10 µM; 320,000 compounds, 0.02% hits;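 active means GFP response relative to DMSO above a set limit, near screen average plus 3 SD, cut at about 150% in these data; inconclusive means fewer than 70 cells counted for the yeast strain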;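 further: median GFP channel fluorescence of the gated AGP1 strain per well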
Yeast superoxide = reduction of superoxide in aged yeast, primary screen, HTS. 330,000 compounds, 0.18% hits. S. cerevisiae aged cells, superoxide DHE fluorescence; active compounds read low. superoxide response (% of plate mean), % at 10 µM;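 active means superoxide response under a set limit, about three screen SD below normal, cut at about 65% in these data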;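 further: yeast aged for seven days with compound at 30 °C before DHE staining; 100% = average MFI of all compound-treated wells on the plate with controls excluded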
CIT2-GFP yeast = modulators of CIT2-GFP expression in yeast, primary screen, S. cerevisiae, GFP fusion, multiplex flow cytometry, MLPCN library. S. cerevisiae CIT2-GFP strain, 3 h; 100 means same as DMSO wells. GFP response vs DMSO, % at 10 µM. 320,000 compounds, 0.065% hits. AID 2029, 2009;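 active means GFP response relative to DMSO above a set limit, near the screen mean plus 3 SD, cut at about 150% in these data; inconclusive means Fewer than 70 cells measured for a yeast strain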;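 further: ratio of well median GFP fluorescence to mean of DMSO wells on the plate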
GRK2 aptamer HTS = compounds blocking aptamer binding on GRK2 – biochemical, human GRK2, bead flow cytometry, HTS, primary screen. Beta-adrenergic receptor kinase 1 (Homo sapiens), P25098. FAM-aptamer displacement from GRK2. inhibition of aptamer binding, % at 10 µM. 330,000 compounds, 0.59% hits. AID 488847, 2010;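 active means inhibition of aptamer binding above 40%, roughly 3 SD of noise, on plates passing a quality check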;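 further: median bead fluorescence of bound FAM aptamer so fluorescent compounds give negative values; no value below 0 was filed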
Target sequence (P25098 whole entry, looked up): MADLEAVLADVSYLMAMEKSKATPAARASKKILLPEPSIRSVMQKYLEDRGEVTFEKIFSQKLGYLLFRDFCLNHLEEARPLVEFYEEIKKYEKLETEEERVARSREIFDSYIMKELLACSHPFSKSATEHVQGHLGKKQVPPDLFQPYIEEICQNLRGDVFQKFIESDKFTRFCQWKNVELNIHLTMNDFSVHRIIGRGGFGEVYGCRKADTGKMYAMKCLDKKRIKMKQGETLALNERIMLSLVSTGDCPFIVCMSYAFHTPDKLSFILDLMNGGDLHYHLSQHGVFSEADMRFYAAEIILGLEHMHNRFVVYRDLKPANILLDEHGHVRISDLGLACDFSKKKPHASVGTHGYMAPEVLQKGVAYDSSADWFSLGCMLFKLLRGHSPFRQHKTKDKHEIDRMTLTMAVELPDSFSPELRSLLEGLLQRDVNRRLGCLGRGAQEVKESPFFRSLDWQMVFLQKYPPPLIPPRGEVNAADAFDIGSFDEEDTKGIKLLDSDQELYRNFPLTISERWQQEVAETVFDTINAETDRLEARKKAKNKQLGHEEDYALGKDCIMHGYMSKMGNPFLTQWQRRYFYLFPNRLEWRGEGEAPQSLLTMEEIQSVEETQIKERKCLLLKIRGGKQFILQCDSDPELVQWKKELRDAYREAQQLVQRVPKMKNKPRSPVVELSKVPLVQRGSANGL
Bcl-xL primary = inhibitors of human Bcl-xL, primary screen, biochemical, fluorescence polarization, HTS; Bcl-2-like protein 1 (Homo sapiens), Q07817; GST-Bcl-xL / FITC-Bim BH3 peptide fluorescence polarization; inhibition, % at 10.9 µM; 320,000 compounds, 0.7% hits;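 active means inhibition above the mean of all tested compounds plus 3 SD, cutoff set per campaign, cut at about 30% in these data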;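 further: 0% = DMSO wells and 100% = unlabeled Bim-BH3 peptide competitor; inhibitors lower millipolarization by displacing the labeled peptide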
GLD-1 RNA inh = GLD-1/TGE RNA complex disruptors, primary screen, biochemical, fluorescence polarization; Female germline-specific tumor suppressor gld-1 (Caenorhabditis elegans), Q17339; purified GLD-1 + fluorescein TGE RNA; inhibition, % at 5.96 µM; 320,000 compounds, 0.44% hits; AID 2280, 2010;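 active means percent inhibition above a per-plate cutoff, the plate mean of test compounds plus 3 SD, cut at about 30% in these data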;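 further: 0% = DMSO wells with GLD-1 and probe and 100% = wells lacking GLD-1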
Target sequence (Q17339 whole entry, looked up): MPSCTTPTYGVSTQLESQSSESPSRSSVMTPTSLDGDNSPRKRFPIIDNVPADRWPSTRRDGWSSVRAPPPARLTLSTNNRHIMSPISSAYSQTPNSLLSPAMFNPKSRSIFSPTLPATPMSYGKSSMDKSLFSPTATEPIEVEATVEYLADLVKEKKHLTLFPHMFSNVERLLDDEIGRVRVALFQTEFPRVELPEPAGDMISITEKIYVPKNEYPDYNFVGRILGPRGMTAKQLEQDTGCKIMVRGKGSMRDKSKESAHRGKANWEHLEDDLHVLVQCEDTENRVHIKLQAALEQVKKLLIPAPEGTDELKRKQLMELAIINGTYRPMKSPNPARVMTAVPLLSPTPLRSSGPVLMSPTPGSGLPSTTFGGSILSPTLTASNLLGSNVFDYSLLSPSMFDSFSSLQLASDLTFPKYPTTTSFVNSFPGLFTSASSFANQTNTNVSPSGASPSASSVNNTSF
MEX-5 binding = MEX-5 zinc finger RNA-binding disruptors – biochemical, C. elegans, fluorescence polarization, MLPCN library, primary screen | AID 1832, 2009 | MEX-5/FITC-TCR2 RNA binding; active compounds read low | 300,000 compounds, 0.38% hits | Zinc finger protein mex-5 (Caenorhabditis elegans), Q9XUB2 | activity score (negative = inhibition of binding), % at 10 µM;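 active means inhibition past about -25% in most replicates, and total fluorescence under double the plate's negative control median, limit read from the data; inconclusive means replicates evenly split on the limit, or fluorescence at least double controls; inactive means too little inhibition in most replicates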;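 further: 0% = DMSO and -100% = 5 µM competing unlabeled TCR2 RNA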
VLA-4 inh = inhibition in human VLA-4 binding assay, primary screen, VLA-4 allosteric modulator project, MLPCN library, flow cytometry, VLA-4 expressing cells; Integrin alpha-4 (Homo sapiens), P13612; ligand binding flow cytometry; inhibition, % (about 7 µM as worked out from the volumes in the protocol); 330,000 compounds, 0.2% hits; AID 2557, 2010; in the data active means inhibition above about 50%
Starred values were filed as active, the others as inactive; u = inconclusive; x = no result given.

SMILES	MCL1 BIM primary	AGP1 TOR yeast	Yeast superoxide	CIT2-GFP yeast	GRK2 aptamer HTS	Bcl-xL primary	GLD-1 RNA inh	MEX-5 binding	VLA-4 inh
Cc1nn(-c2ccccc2)c(N2CCCC2)c1/C=N/NC(=O)c1cc(-c2ccccn2)nc2ccccc12	11	98	103	98	4	5	9	0.4	17
CCOC(=O)Nc1ccc2nc3n(c(=O)c2c1)CCCCC3	5	103	89	97	2	4	4	-1.7	-1
Cn1nnnc1Sc1ncnc2scc(-c3ccccc3Br)c12	-6	90	115	86	0	-1	1	x	16
CC(C)(C)N1CCC1C(N)=O (centres undefined)	12	104	88	105	0	3	-6	-2.4	-2
COC(=O)c1c(C)[nH]c(C(=O)CSc2ccc(Cl)cc2)c1C	4	107	97	107	0	8	4	-1.6	18
Cc1csc(NC(=O)CSc2nnc(-c3cccs3)n2C)n1	9	96	98	99	0	6	2	-2.4	0
CN(C(=O)COC(=O)c1ccc(NS(=O)(=O)c2cccs2)cc1)C1CCCCC1	0	106	88	100	3	2	3	-0.1	4
Cc1ccccc1N=Nc1ccc(O)c2ncccc12	8	101	94	99	2	4	1	0.6	19
O=C(CCCN1C(=O)c2ccccc2C1=O)NCc1ccco1	4	105	95	105	4	3	-3	-2.5	0
C/C(=N\NC(=O)c1ccc(O)cc1)c1ccc2c(c1)Nc1ccccc1S2	-7	98	68	98	7	4	3	-4.5	-2
O=C(CN1C(=O)NC2(CCCC2)C1=O)Nc1ccc(Cl)cc1F	2	99	105	102	0	0	7	4.5	6
CCOc1ccc(-c2noc(CCCC(=O)NC3CCCC3)n2)cc1OC	0	104	107	109	0	-2	-3	0.4	-1
COc1cc2c(cc1NC(=O)COCC(=O)O)oc1ccccc12	x	104	101	103	2	x	x	-0.2	11
CCOC(=O)C1CCCCN1Cc1cccc(C(F)(F)F)c1 (centres undefined)	-2	99	75	95	2	9	0	-0.7	-1
COc1ccc(N2CCc3c(C)nc4c(OC)cc(OC)cc4c32)c(OC)c1	1	104	110	92	0	8	-4	0.2	28
O=C(/C=C/c1cccs1)c1cc(F)ccc1OC(=O)N1CCOCC1	2	72	108	92	1	7	4	-0.2	1
Cc1ccccc1-n1nc2c(c1NC(=O)c1cc3ccccc3oc1=O)CS(=O)C2 (centres undefined)	1	104	98	107	0	8	3	-1.0	-29
COCCNC(=O)c1cccc(OC2CCN(Cc3ccc(OC(F)F)cc3)CC2)c1	6	99	108	98	0	3	4	-2.6	5
COc1ccc(CNC(=O)C(OC(=O)c2nsc(Cl)c2Cl)C(C)C)cc1 (centres undefined)	5	87	83	93	2	7	2	-0.4	14
CC(=O)NC(C)C(=O)OCC(=O)c1ccc(-c2ccccc2)cc1 (centres undefined)	-6	107	98	93	0	-11	-2	-0.6	12
Cc1csc(NC(=O)c2c(O)c3c(n(CC(C)C)c2=O)CCCC3)n1	4	82	98	79	0	7	-1	0.6	-2
Cc1ccc(-c2cc(Cc3ccncc3)c(=O)[nH]n2)cc1	-1	101	104	98	0	0	-1	0.2	13
Cc1cccc(-c2csc(N)c2C(=O)OC(C)C)c1	4	99	104	90	1	7	3	-0.3	2
CN1C(=O)/C(=C\c2ccc(N(C)C)cc2)OC1=S	x	112	107	131	0	x	x	-89*	-86
CCO[C@H]1OC(C(=O)N2CCN(C)CC2)=C[C@@H](c2coc3ccccc3c2=O)[C@@H]1CCCO	-3	102	102	99	2	-1	-9	-0.6	31

Pulled by compound from the list above, 3 records:
SMILES	MCL1 BIM primary	AGP1 TOR yeast	Yeast superoxide	CIT2-GFP yeast	GRK2 aptamer HTS	Bcl-xL primary	GLD-1 RNA inh	MEX-5 binding	VLA-4 inh
Cc1ccccc1N=Nc1ccc(O)c2ncccc12	8	101	94	99	2	4	1	0.6	19
COc1ccc(N2CCc3c(C)nc4c(OC)cc(OC)cc4c32)c(OC)c1	1	104	110	92	0	8	-4	0.2	28
CC(C)(C)N1CCC1C(N)=O (centres undefined)	12	104	88	105	0	3	-6	-2.4	-2

The results go on:
SMILES	MCL1 BIM primary	AGP1 TOR yeast	Yeast superoxide	CIT2-GFP yeast	GRK2 aptamer HTS	Bcl-xL primary	GLD-1 RNA inh	MEX-5 binding	VLA-4 inh
CSc1ncccc1C(=O)NCCc1ccc(S(N)(=O)=O)cc1	-1	107	101	102	1	0	6	-3.6	30
Cc1nn(-c2ccccc2)c(C)c1/C=N/NC(=O)c1cc(O)cc(O)c1	6	105	98	115	3	4	1	-1.5	1
CCN(CC)S(=O)(=O)c1cccc(C(=O)NC(C(=O)Nc2nnc(C)s2)C(C)C)c1 (centres undefined)	-1	107	104	103	0	-1	7	0.0	12
Cc1cc(N2CCOCC2)nc(SCc2ccc(Cl)cc2Cl)n1	10	86	124	66	2	4	4	-1.8	2
Cc1ccc(/C=N/N(C)C2=NS(=O)(=O)c3ccccc32)cc1	-1	99	95	107	1	8	9	1.7	3
COc1cc2c(cc1OC)C(C(C)C)=NC(C)(C)C2	4	109	84	105	2	3	3	0.6	-3
Cc1nc(/N=C(\N)NC(=O)NC2CCCCC2)nc2ccccc12	4	104	111	101	0	1	-3	3.3	6
CNC(=O)c1cc(C(=O)c2ccc(F)cc2Cl)c[nH]1	1	101	110	103	1	-1	5	2.5	6
Fc1cccc(Cc2noc(CN3CCN(C4CCc5ccccc5C4)CC3)n2)c1 (centres undefined)	7	98	80	105	0	4	6	0.2	11
O=S(=O)(NCC1CCCO1)c1cc(Br)c(Br)s1 (centres undefined)	1	105	87	108	1	-1	0	1.1	1
Cc1nc(Nc2ccc(F)cc2)[nH]c(=O)c1CCC(C)C	-5	102	122	96	0	2	-2	-1.6	37
COC(=O)c1sccc1N(C)S(C)(=O)=O	4	99	101	102	4	1	-1	-0.6	-2
Cc1ccc(S(=O)(=O)N2CCC(C(=O)N/N=C/c3ccccc3[N+](=O)[O-])CC2)cc1	-5	97	100	94	0	3	0	1.1	21
O=C(CCn1c2c(c3ccccc31)CCCC2)NNC(=O)c1ccccc1C(=O)O	9	101	113	93	0	3	6	x	-15
CCOc1c(O)ccc(/C=C2\SC(=S)NC2=O)c1[N+](=O)[O-]	12	101	103	102	0	7	-13	u	2
O=C(NCC(c1ccco1)N1CCc2ccccc2C1)c1ccccc1Cl (centres undefined)	3	94	99	93	0	3	-2	5.9	7
CCCCN(Cc1ccccc1)C(=O)C1CCCN(S(=O)(=O)c2cnc[nH]2)C1 (centres undefined)	3	105	103	113	7	2	0	-1.6	-6
COCCCNc1oc(COc2ccc(Cl)cc2Cl)nc1C#N	-5	96	92	99	3	1	-7	-1.3	0
CCOc1ccc(N2C(=O)CN=C2Nc2ccccc2Cl)cc1	1	86	101	95	0	2	4	-0.7	8
CCN(CC)C(CNC(=O)c1cc(=O)[nH]c2ccccc12)c1ccccc1Cl (centres undefined)	-6	97	107	107	0	0	6	0.0	4
CN(C)/C=C1\C(=O)N(c2ccc(Oc3ccccc3)cc2)CS1=O (centres undefined)	3	106	97	99	3	1	0	-1.5	-9
CCOc1ccc(NC(=O)CN(C)C(=O)Cc2c(C)nc3ccccc3c2C)cc1OCC	7	108	99	116	5	11	0	-1.5	0
COc1ccc(CCNC2=C(Cl)C(=O)N(Cc3ccccc3)C2=O)cc1OC	7	87	94	93	3	-1	4	2.5	2
O=C(N/N=C/c1cccs1)c1ccc2c(c1)OCO2	1	102	114	99	2	-2	7	0.8	-6
Cc1cccc(OCCCn2c(CCNC(=O)C(C)C)nc3ccccc32)c1	-3	x	102	108	2	5	-3	2.0	9

(next part)
SMILES	MCL1 BIM primary	AGP1 TOR yeast	Yeast superoxide	CIT2-GFP yeast	GRK2 aptamer HTS	Bcl-xL primary	GLD-1 RNA inh	MEX-5 binding	VLA-4 inh
COc1cccc(OCc2cc(C(=O)N(C)CCC3CCCCO3)no2)c1 (centres undefined)	0	98	86	85	4	1	1	4.7	-7
O=C(CCN1C(=O)c2cccc3cccc(c23)C1=O)NCc1ccco1	22	106	123	112	0	10	9	-0.2	8
CC1CCN(C(=O)c2cc3ccccc3o2)CC1	2	u	91	u	0	3	-1	0.3	-12
Cc1[nH]c2ccccc2c1/C=N/NC(=O)c1cc(-c2ccncc2)nc2ccccc12	3	104	97	100	2	0	8	0.0	-5
COCCNC(=O)CCc1nc2cccnc2n1Cc1ccc(OC)cc1	x	108	103	100	2	x	x	1.8	29
NC(=S)N/N=C/c1coc2cc(Br)ccc2c1=O	-4	88	83	81	0	0	-2	-0.2	-13
Cc1nnc(SCC(=O)NC(=O)Nc2ccc3c(c2)OCCO3)n1N	1	106	103	98	46*	5	8	0.7	-6
COc1ccc(/C=N/NC(=O)c2[nH]c3ccc(Br)cc3c2-c2ccccc2)cc1	7	103	110	108	0	1	6	-1.2	12
Cn1c(=O)[nH]c(=O)c2c1nc(N1CCOCC1)n2CC(O)COc1ccccc1 (centres undefined)	-1	98	100	98	1	4	1	-0.8	8
Cn1c(N/N=C/c2c[nH]c3ccccc23)nc2ccccc21	14	105	110	99	2	1	7	-0.4	6
Cc1ccc(C(=O)OCC(=O)Nc2cc(C(C)(C)C)no2)c(C)c1	0	88	93	86	4	0	2	x	8
O=C(CC(c1ccccc1)c1cc(Cl)ccc1O)NCCN1CCOCC1 (centres undefined)	-2	107	101	108	0	4	4	-0.4	3
COc1cccc(CN2CCNC(=O)C2CC(=O)N2CCOc3ccccc3C2)c1OC (centres undefined)	10	97	94	96	3	14	8	1.7	3
Cc1ccsc1/C=N/NC(=O)c1sccc1C	2	102	92	99	0	-2	2	-2.6	34
CCn1c(O)c(C#N)c(C)cc1=O	-2	96	117	87	0	7	16	-1.7	26
COc1ccc(-c2cc3nc[nH]c(=O)c3s2)cc1	-3	96	98	95	0	1	-1	-1.5	18
CCOc1ccc(NC(=O)c2ccc(CSc3nnnn3C)cc2)cc1	2	91	91	113	0	2	4	-2.2	6
COc1c2c(cc3oc(C)cc(=O)c13)OC(C(C)(C)OC1OC(CO)C(O)C(O)C1O)C2 (centres undefined)	11	99	109	99	0	7	-2	0.2	-8
CCn1c(C)nc2cc(S(=O)(=O)C(F)(F)C(F)C(F)(F)F)ccc21 (centres undefined)	-4	95	86	98	0	0	-2	-0.8	12
COC(=O)c1c(C)[nH]c(C(=O)C(C)OC(=O)c2cc(C)oc2C)c1C (centres undefined)	1	96	106	88	0	0	5	x	2
O=C(COC(=O)/C=C/c1ccco1)NCc1ccco1	-1	98	126	98	0	2	-2	-0.1	4
COc1ccc(/C=N/NC(=O)CCN2CCCCC2c2cccnc2)cc1Cn1cc([N+](=O)[O-])cn1 (centres undefined)	5	109	98	88	0	1	0	-0.7	17
CCn1c(SCC(=O)Nc2ccc3[nH]c(=O)[nH]c3c2)nc2ccccc21	-10	91	115	91	3	-14	0	x	-1
CCC(=O)Nc1ccc(NC(=S)Nc2ccccc2)cc1	10	91	90	98	4	8	3	-1.5	5
